LDHA block – qHTS assay for inhibitors of human lactate dehydrogenase; L-lactate dehydrogenase A chain (Homo sapiens), P00338; purified LDHA, NADH/diaphorase-resazurin fluorescence; stronger effect = lower value; activity change, % (values are at about 110 or 230 µM); actives 0.15% (n = 480,000); AID 1347041, 2019; in the data active = activity change below about -30%; inconclusive = mostly about -25% to -30%;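 also: plate controls were DMSO wells for no effect and wells without enzyme for full effect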
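Human LDH5 at 2 nM final in Tris HCl pH 7.4 with 0.06 mM NADH and 0.2 mM pyruvate, reacted 5 minutes at room temperature. Remaining NADH coupled via diaphorase/resazurin; resorufin fluorescence read at 0 and 20 minutes, normalized to enzyme-free and DMSO wells.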
RGS4 inh – Inhibitors of Regulator of G Protein Signaling (RGS) 4: qHTS; Transcreener GDP fluorescence polarization, RGS4-accelerated GTP hydrolysis; Potency, µM (top dose mostly 114 µM), inactives show at the top dose activity change, negative = inhibition, usual class: inhibitors; actives 0.039% (n = 390,000); also: potency is read from the fitted curve at half-maximal effect; % is scaled to controls: 0 for no effect and ±100 for the full control effect; nearly all actives have a fitted effect of over 75% in size; some results filed as inactive show a strong effect at the top dose
Target sequence (P49798 whole entry, looked up): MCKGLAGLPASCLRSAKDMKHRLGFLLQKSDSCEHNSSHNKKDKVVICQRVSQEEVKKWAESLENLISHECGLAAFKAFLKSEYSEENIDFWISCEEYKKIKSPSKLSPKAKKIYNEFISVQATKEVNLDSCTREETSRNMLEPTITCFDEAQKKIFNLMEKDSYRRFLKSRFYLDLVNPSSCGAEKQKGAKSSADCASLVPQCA
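MLSMR compounds (23 nl, pin-transferred) preincubated 10 min at room temperature with a 500nM (2x) first reagent, then RGS4 at 900nM (2x) plus Transcreener GDP mix added; fluorescence polarization (620/688 nm) read before and after 90 min at 30 °C.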
D2 ag – HTS Assay for Allosteric Agonists of the Human D2 Dopamine Receptor: Primary Screen for Agonists. D(2) dopamine receptor (Homo sapiens), P14416. HEK293 T-REx D2 cells, calcium flux agonist mode. activation, % at 2 µM. actives 0.53% (n = 340,000). AID 485358, 2010;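 active = activation over 3 SD above normal in the single-dose calcium agonist read, cut at about 30% in these data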; also: 0% is about no effect
Target sequence (P14416 whole entry, looked up): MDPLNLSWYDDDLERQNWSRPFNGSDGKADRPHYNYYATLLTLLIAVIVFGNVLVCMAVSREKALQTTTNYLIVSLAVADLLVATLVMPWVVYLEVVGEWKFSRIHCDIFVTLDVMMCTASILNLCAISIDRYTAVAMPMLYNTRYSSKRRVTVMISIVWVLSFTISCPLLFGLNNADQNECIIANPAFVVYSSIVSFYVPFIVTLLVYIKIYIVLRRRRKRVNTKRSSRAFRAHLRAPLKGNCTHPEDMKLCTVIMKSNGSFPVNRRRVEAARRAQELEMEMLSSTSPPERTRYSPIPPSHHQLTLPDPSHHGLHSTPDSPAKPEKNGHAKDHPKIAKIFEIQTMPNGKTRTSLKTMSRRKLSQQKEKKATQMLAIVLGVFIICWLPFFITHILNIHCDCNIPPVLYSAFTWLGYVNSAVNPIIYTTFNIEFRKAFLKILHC
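Agonism scored from kinetic calcium signal (1 read/sec, 180 s) following compound pin transfer, after a 10 s baseline. Cells: HEK293 Trex line expressing inducible D2 receptor coupled to calcium, dye-loaded after overnight culture at 30 C.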
Glioma ERSR ind – qHTS for Inducers of the Endoplasmic Reticulum Stress Response (ERSR) in Human Glioma: qHTS. U87-MG GRP78 promoter luciferase reporter, 16 h. Potency, µM, without a hit: top-dose activation, most hits filed as activators. actives 0.02% (n = 420,000); also: potency is read from the fitted curve at half-maximal effect; series mostly up to about 76 µM; % of control where 0% means no effect; nearly all actives have a fitted effect of over 35% in size
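Stably transfected U87-MG human glioma cells carrying a GRP78-based luminescent sensor were seeded at 1000 cells/well, pin-dosed with compounds and incubated 16 h. Luciferase reagent was then added, and end-point luminescence was read after 10 min at room temperature.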
12-LOX inh – Primary qHTS assay for inhibitors of human arachidonate 12S-lipoxygenase (ALOX12): Round 2; actives 1.1% (n = 580,000); Polyunsaturated fatty acid lipoxygenase ALOX12 (Homo sapiens), P18054; purified 12hLO, xylenol orange hydroperoxide absorbance; Potency, µM (series often up to 108 µM), for the others: at the top dose activity change, negative = inhibition, most hits filed as inhibitors; also: potency is read from the fitted curve at half-maximal effect; % is scaled to controls: 0 for no effect and ±100 for the full control effect
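Purified human 12hLO at 150 nM in 25 mM Hepes, 0.01% Triton X-100, pH 7.0, preincubated 15 min at room temperature with compound. Reaction started with 40 uM arachidonic acid, 30 min at room temperature. Hydroperoxide measured by Fe-xylenol orange, 573/405 nm absorbance ratio.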
D2 antagonist – HTS Assay for Allosteric Antagonists of the Human D2 Dopamine Receptor: Primary Screen for Antagonists; D(2) dopamine receptor (Homo sapiens), P14416; inhibition, % at 10 µM; AID 485344, 2010; actives 2% (n = 340,000); HEK293 TREx D2 cells, calcium flux, dopamine EC80; in the data active = inhibition above about 30%; also: 0% is about no effect
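Calcium flux kinetic readout in an inducible HEK293 TREx D2 line plated overnight at 30 C. After 180 s compound exposure, an EC80 dopamine challenge follows with another 180 s kinetic read to detect antagonism.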
Vif-APOBEC3G blk – qHTS for Inhibitors of Vif-A3G Interactions: qHTS | HeLa A3G-eYFP + Vif (tagged APOBEC3G with the HIV-1 protein that degrades it), YFP fluorescence, overnight | Potency, µM (doses to about 46.1 µM), inactives show at the highest dose activity, negative = active, actives largely listed as inhibitors | actives 0.076% (n = 410,000) | AID 602310, 2012;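 also: potency is read from the fitted curve at half-maximal effect; % is scaled to controls: 0 for no effect and ±100 for the full control effect; nearly all actives have a fitted effect of over 60% in size; hits raise eYFP signal because A3G escapes Vif-driven loss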
Target sequence (Q9HC16 whole entry, looked up): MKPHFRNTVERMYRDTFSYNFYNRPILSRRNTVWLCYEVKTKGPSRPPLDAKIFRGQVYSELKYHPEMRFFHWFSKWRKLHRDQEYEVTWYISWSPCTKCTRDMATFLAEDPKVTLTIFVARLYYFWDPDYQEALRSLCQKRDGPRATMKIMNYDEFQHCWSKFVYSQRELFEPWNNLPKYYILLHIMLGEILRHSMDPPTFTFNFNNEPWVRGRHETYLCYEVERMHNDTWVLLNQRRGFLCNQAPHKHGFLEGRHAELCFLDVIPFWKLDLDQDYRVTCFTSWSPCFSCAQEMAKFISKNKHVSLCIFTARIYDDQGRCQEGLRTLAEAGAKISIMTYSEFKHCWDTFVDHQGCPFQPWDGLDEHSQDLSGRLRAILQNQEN
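HeLa cells stably expressing Vif and C-terminally eYFP-tagged A3G, seeded overnight at 37 deg C, then exposed to compound by pintool overnight at 37 deg C. Rise in yellow fluorescence (Ex 488/Em 500-530, Acumen) marks blocked Vif-driven A3G degradation.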
ERG Ets-DNA blk – qHTS for Small Molecule Inhibitors of the ERG Ets/DNA interaction | Transcriptional regulator ERG (Homo sapiens), P11308 | fluorescence polarization, His-ERG Ets domain / labelled DNA | Potency, µM (doses to about 76.9 µM), without a hit: at the highest dose FP activity, negative = inhibition, most hits filed as inhibitors | actives 0.028% (n = 370,000); active = well fitted inhibition curve with a large enough effect in the polarisation, with a control signal flat; inconclusive = small, poorly fitted or top-dose-only effect, or effect the other way, or a change in a side signal; inactive = no such curve, though single readings can be large or run the other way; the % refers to the polarisation;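 also: polarization taken with two DNA probes labelled with fluorescein and Texas red; potency is read from the fitted curve at half-maximal effect; % of control where 0% means no effect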
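His-tagged ERG Ets domain (1 uM in the protein solution; 300mM KCl, 50mM Tris-HCl, 1mM EDTA, 1mM DTT, pH 7.5) received compound, then a probe mix of 5 nM fluorescein-DNA and 100nM Texas-615-DNA. Fluorescence polarization was read for both dyes.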
Vif-APOBEC3F blk – qHTS for Inhibitors of Vif-A3F Interactions: qHTS | actives 0.2% (n = 390,000) | HeLa A3F-eYFP + Vif (tagged APOBEC3F with the HIV-1 protein that degrades it), YFP fluorescence increase | Potency, µM (titrated, usually from 46.1 µM), without a hit: at the top dose activity, negative = active | AID 602313, 2012; also: potency is read from the fitted curve at half-maximal effect; % of control where 0% means no effect; nearly all actives have a fitted effect of over 65% in size
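HeLa cells stably expressing Vif plus C-terminally eYFP-tagged A3F were seeded, incubated overnight at 37 deg C, dosed with compound, incubated overnight again at 37 deg C. Yellow fluorescence (Ex 488/Em 500-530) reported blocked Vif-mediated A3F-eYFP degradation.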
Active calls of the source: *; ? = inconclusive; . = not tested or not shown; & = joins results of further samples; [ ] = dose if it differs, or a comment. Unless noted, calls follow the shape of the dose curve; as a rule, active = well fitted curve in the direction sought with a large enough effect; inconclusive = small, poorly fitted or top-dose-only effect, or another doubt; inactive = no such curve, though single readings can be large; an effect the other way counts as inactive or inconclusive.

SMILES	LDHA block	RGS4 inh	D2 ag	Glioma ERSR ind	12-LOX inh	D2 antagonist	Vif-APOBEC3G blk	ERG Ets-DNA blk	Vif-APOBEC3F blk
NC(=NC(=O)c1ccc(OC(F)(F)F)cc1)c1ccc(C(F)(F)F)cn1	0	-12%	1.7	-3%	160%[activator]	-8	-1%	11%	-10%
N#Cc1ccc(C(=O)Nc2cccc3ncccc23)c(F)c1	2	-6%	0.5	-3%	1%	5	0%	-3%	-8%
O=C(NCCc1ccncc1)Nc1ccc(F)cc1	-3	-6%	-1.1	-4%	25%	-6	-2%	2%	-1%
COc1ccc(Cl)cc1C(=O)NNC(=S)NC(=O)c1ccc(F)c(F)c1	-1	-21%	30	-6%	.	40*	2%	28%	-7%
CC(C)(C)C1=Nn2c(nnc2-c2ccccn2)SC1	2	-42%	0.8	1%	?	-10	0%	9%	-4%
COc1ccc(S(=O)(=O)N2CCN(Cc3ccccc3)CC2)cc1OC	-9	-2%	0.1	2%	18%	-8	4%	14%	0%
O=C(Nc1ccc(Cl)cc1Cl)c1ccc(-c2ccccc2)cc1	-7	-4%	0.4	-3%	11%	25	3%	-6%	13%
CCCCc1nn2c(=O)cc(COC(=O)c3ccccc3NC(=O)C(C)(C)C)nc2s1	0	2%	0.7	0%	-2%	.	3%	?	-10%
Cc1ccc(CN(C#N)c2nc(C)cc(C)n2)cc1	-3	19%	-0.6	-2%	24%	9	0%	3%	-21%
CCC(=O)N1CCN(c2ccc(NC(=O)c3ccc4c(c3)OCCO4)cc2)CC1	-1	-1%	0.8	1%	-9%	13	0%	-9%	8%
CSc1ccccc1NC(=O)CN(c1ccccc1Br)S(C)(=O)=O	-4	-18%	-0.8	-2%	?	-4	-1%	-1%	-2%
Cc1ccc(NC(=O)CS(=O)CC(=O)Nc2cccc(C)c2C)cc1F (centres undefined)	-14	0%	0.1	-3%	-3%	-3	-1%	1%	-2%
O=C(c1cnn(C(=O)c2cccc(S(=O)(=O)N3CCOCC3)c2)c1)c1cc(Cl)cc(Cl)c1O	-1	-15%	-1.5	-3%	.	-8	3%	7%	-2%
CCOc1cc(N2CCOCC2)c(OCC)cc1NC(=O)c1ccc2ncsc2c1	11	-14%	0.3	0%	?	-17	-4%	16%	-4%
CCc1ccc(/C=N/NC(=O)C(=O)NCCCN2CCOCC2)cc1	-4	9%	-0.4	-1%	10%	-9	1%	-9%	1%
CC(=O)Nc1c(O)nc(SCC(=O)Nc2c(C)cccc2C)[nH]c1=O	-2	-37%	-0.6	-4%	-13%	22	2%	4%	0%
CCCCCn1c(=O)[nH]c2cc(C(=O)NCCN(C)CCCC)ccc2c1=O	2	-7%	1.0	-2%	-12%	.	0%	-4%	-7%
Cc1nnc(N2CCC(C(=O)N3CCCCC3)CC2)c2nn(-c3ccccc3)c(C)c12	-5	12%	-0.7	-1%	-22%	.	0%	10%	-7%
O=C(O)CCN1C(=O)c2ccc(Oc3ccc4c(c3)C(=O)N(CCC(=O)O)C4=O)cc2C1=O	-5	4%	0.4	-5%	-17%	13	1%	-6%	-9%
COC(=O)C1C(=O)C(C(=O)c2ccccc2)C(=O)CC1(C)C (centres undefined)	-2	7%	-1.3	-2%	-14%	13	1%	8%	1%
O=C(N/N=C/c1ccc(N2CCOCC2)cc1)C1CC1	-5	-35%	-0.1	5%	3%	11	-15%	10%	-11%
CCNCC(=O)N1c2ccccc2CCc2ccc(NC(=O)OCC)cc21	-14	27%	0.7	-3%	.	-8	-1%	-11%	0%
COc1cc(CN2CCCC(N3CCN(c4ccccc4C)CC3)C2)ccc1O (centres undefined)	6	-8%	4.0	-1%	0%	12	1%	-3%	2%
CCOC(=O)CNC(=O)C(Cc1ccccc1)NC(=O)OCc1ccccc1 (centres undefined)	-7	9%	0.1	0%	-5%	-8	2%	11%	0%
CCC(C)Nc1nc(OC)nc(N(C)C#N)n1 (centres undefined)	0	-33%	-2.9	-5%	53%[activator]	5	-7%	3%	3%
COc1ccc(NC(=O)c2cc(S(=O)(=O)N(C)C)ccc2N2CCCC2)cc1Cl	-5	-27%	0.4	3%	?	-14	-10%	2%	-3%
CCOC(=O)c1cc(-c2cc3ccccc3o2)nc2c1c(=O)[nH]c(=O)n2CCOC	0	3%	-0.5	-3%	-8%	1	0%	8%	-10%
COc1cc(/C=C/C(=O)O)cc(S(=O)(=O)NC2CCCC2)c1OC	-5	-9%	0.4	-4%	5%	-14	-1%	15%	-1%
O=C(Nc1ccc2c(c1)CCC2)c1cccc(OC(F)F)c1	-3	20%	.	5%	?	.	-4%	9%	19%
COc1ccc(CC(=O)OCC(=O)NCc2ccco2)cc1OC	-1	-7%	0.6	-4%	-14%	-17	2%	-2%	1%

The final two records of the section above come first, to join the parts.
SMILES	LDHA block	RGS4 inh	D2 ag	Glioma ERSR ind	12-LOX inh	D2 antagonist	Vif-APOBEC3G blk	ERG Ets-DNA blk	Vif-APOBEC3F blk
O=C(Nc1ccc2c(c1)CCC2)c1cccc(OC(F)F)c1	-3	20%	.	5%	?	.	-4%	9%	19%
COc1ccc(CC(=O)OCC(=O)NCc2ccco2)cc1OC	-1	-7%	0.6	-4%	-14%	-17	2%	-2%	1%
COc1ccc(C(=O)Nc2ccc(C(=O)Nc3nccs3)cc2)cc1[N+](=O)[O-]	-2	-12%	1.6	-3%	12%	2	-1%	-6%	1%
O=C(O)c1ccc(COc2ccc3ccccc3c2)o1	-3	-3%	1.1	-11%	-6%	5	2%	-19%	9%
O=C(O)c1cccc(-n2c(/C=C/c3ccc([N+](=O)[O-])cc3)nc3ccccc3c2=O)c1	-10	-13%	0.3	-2%	?	13	?	-15%	3%
Cc1ccc(N(CC(=O)NC2CCCC2)C(=O)Cn2nnc(-c3ccccc3F)n2)cc1	-4	-7%	0.3	-2%	2%	-1	-4%	2%	-5%
Cc1ccc(/C=C/C(=O)OCC(=O)NCc2ccc(Cl)cc2)o1	-5	1%	0.7	-4%	?	-18	-2%	-9%	-23%
CCN(C(=O)COC(=O)c1ccc(O)cc1O)c1c(N)n(Cc2ccccc2)c(=O)[nH]c1=O	-1	15%	-1.0	-4%	3%	-6	3%	-5%	0%
COC(=O)c1c(C)[nH]c(C(=O)CSc2nnnn2-c2ccccc2)c1C	-9	23%	0.4	-3%	-24%	-3	-1%	2%	.
Cc1ccc(NC(=O)C2CCN(S(=O)(=O)c3ccc4c(c3)CC(C)N4C(=O)C3CCC3)CC2)nc1 (centres undefined)	-2	19%	-1.8	-5%	15%	7	5%	-14%	1%
COc1ccc(C2CC(=O)Oc3c(C(CCN4CCN(c5ccccc5)CC4)c4ccc(N(C)C)cc4)c(OC)cc(OC)c32)cc1 (centres undefined)	2	9%&-6%	-0.7	-5%&-3%	0%	-25	-2%&1%	-2%	1%
COc1ccc(NC(=S)N2CCN(C(=O)C3CCCO3)CC2)cc1 (centres undefined)	-17	4%	-0.1	1%	0%	4	-1%	-4%	5%
Cc1ccc(S(=O)(=O)N2CCOCC2)cc1NC(=O)CN(C)CC(=O)Nc1cccc(F)c1	-8	.	.	0%	15%	.	-4%	.	-1%
O=C(CN(C1CCCCC1)S(=O)(=O)c1ccc(F)cc1)NC1CC1	-7	12%	0.2	-2%	19%	1	-4%	.	-3%
CCOC(=O)[C@H]1[C@H]2COc3ccc(Cl)cc3[C@@H]2N2C(=O)c3ccc(Cl)cc3NC(=O)[C@@]12C	-10	-10%	0.8	-4%	?	-2	-16%	-9%	-8%
Oc1ccc(-c2c(C3=CCCCC3)sc3ccccc23)cc1	-1	-24%	-0.3	-1%	?	-4	0%	0%	-13%
O=C(C1Cc2ccccc2CN1S(=O)(=O)c1cccs1)N1CCCCC1 (centres undefined)	-3	-13%	2.6	-4%	-13%	9	4%	1%	3%
CC1CC(C)CN(C(=O)COC(=O)CNS(=O)(=O)/C=C/c2ccccc2)C1 (centres undefined)	-3	-15%	-0.5	-3%	59%[activator]	6	-3%	4%	.
COc1ccccc1NC(=O)Cn1nnc2sc3c(c2c1=O)CC(C)(C)OC3	-1	1%	0.3	1%	56%[activator]	-15	2%	13%	-5%
CCOC(=O)N/N=C/c1ccc(N(CC)CC)cc1O	17	1%	-0.4	2%	-2%	-3	?	-5%	-8%
OCCOCCn1c(-c2ccccc2)nc(=S)c2c1CCCC2	2	-5%	1.5	-2%	40µM*	-5	1%	15%	0%
Cc1cccc2c(=O)c(C(=O)NCc3ccc(F)cc3)c[nH]c12	-6	-2%	1.9	-3%	17%	10	-1%	0%	1%

Assay outcomes deposited in PubChem by National Center for Advancing Translational Sciences (NCATS).

A portion of the library; the hit share may differ from the screen's.
